GC-A act: GC-A (human) enzyme activation; P16066; HEK293 GC-A cells, cGMP TR-FRET, EC30 ANP; 0% at EC30 ANP, 100% saturating ANP; activation, % at 10 µM; 0.14% of 370,000 active; in the data active means activation above about 40%
HGIII-sPLA2 inh: Inhibits HGIII-sPLA2 liposome hydrolysis, primary screen. inhibition, % at 12.2 µM. QFRET BODIPY PC-A2 liposome hydrolysis, fluorescence. 0.56% of 370,000 active. Q9NZ20;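 active means inhibition above mean plus 3 SD of compounds lying within the high and low control bounds, cut at about 19% in these data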;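 further: 0% = median of test compound wells and 100% = no enzyme DMSO wells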
hcDAF12 agonist: activators of H. contortus DAF-12 nuclear receptor. 1.4% of 370,000 active. HEK293 hcDAF-12 lit1-tk-luc reporter, luminescence; 0% DMSO, 100% Δ7-dafachronic acid. AID 652067. activation, % at 6.8 µM;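 active means activation above the mean of all tested compounds plus 3 SD, cut at about 5.5% in these data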;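 further: 100% = response to 3 µM Δ7-dafachronic acid high control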
DAX1 inh-1: NR0B1 (DAX1) inhibition. AID 504766. 0.99% of 340,000 active. inhibition, % at 6.75 µM. P51843. HEK293 Gal4-DAX1 luciferase reporter, luminescence;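 active means inhibition above the mean over all tested compounds plus 3 SD, cut at about 4.2% in these data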;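 further: 0% = DAX1-transfected cells with DMSO and 100% = empty-vector control cells with DMSO; inhibition shows as a rise in luminescence from relieved DAX1 repression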
Target sequence (P51843 207-470 limits assumed): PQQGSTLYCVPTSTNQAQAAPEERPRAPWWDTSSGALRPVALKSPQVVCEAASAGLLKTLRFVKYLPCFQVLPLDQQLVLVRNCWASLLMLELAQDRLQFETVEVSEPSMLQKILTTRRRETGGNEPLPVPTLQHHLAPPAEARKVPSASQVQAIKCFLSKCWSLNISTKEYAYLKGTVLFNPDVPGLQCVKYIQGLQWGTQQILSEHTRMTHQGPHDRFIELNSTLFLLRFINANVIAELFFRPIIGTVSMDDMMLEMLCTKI
hgDAF-12 ag: activates the H. glycines DAF-12 receptor ligand-binding domain. HEK293 GAL4-hgDAF12 UAS-luciferase reporter, agonist luminescence; normalized to butyrate control. activation, % at 6.8 µM. 1.8% of 370,000 active;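 active means activation above a cutoff set at the mean of all screened compounds plus 3 SD, cut at about 10% in these data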;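 further: 0% = DMSO wells and 100% = sodium butyrate wells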
GAA850 FXN act: activators of GAA850 frataxin (FXN) promoter. HEK293 lucGAA850 FXN promoter luciferase reporter, 24 h; percent of 10 µM SAHA response. activation, % at 6 µM. 0.56% of 360,000 active. AID 540364;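 active means activation above the average of all compounds screened plus 3 SD, cutoff fixed separately per campaign, cut at about 7.5% in these data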;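 further: 0% = DMSO wells and 100% = 10 µM SAHA wells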
ssDAF12 agonist: activators of S. stercoralis DAF-12 nuclear receptor. HEK293 ssDAF-12/GRIP1 lit1-tk-luc reporter, luminescence; % of 3 µM dafachronic acid response. activation, % at 6.8 µM. 1% of 370,000 active. AID 652126;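 active means activation above the mean over all tested compounds plus 3 SD, cut at about 0.9% in these data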;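 further: 0% = DMSO-only wells and 100% = 3 µM delta7-dafachronic acid wells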
GC-B act: GC-B (human) receptor activation; P20594; HEK293-GC-B cells, CNP EC30, cGMP TR-FRET; 0% at EC30 CNP, 100% saturating CNP; activation, % at 10 µM; 0.11% of 370,000 active; AID 1920062;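 active means activation at 10 µM reaching about 35% in either raw or pattern-adjusted values, limit read from the data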
DAX1 inh-2: blocks DAX1 repression of SF-1 activated StAR promoter; AID 652010; 1.1% of 370,000 active; inhibition, % at 6.8 µM; HEK293T StAR-luciferase reporter, SF-1/DAX-1 repression relief;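 active means inhibition above the mean over all tested compounds plus 3 SD, cut at about 3.6% in these data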;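 further: 0% = DAX-1 cells with DMSO and 100% = cells lacking DAX-1 with DMSO; higher inhibition means more luminescence from relief of DAX-1 repression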
ADAM10 inh: inhibitors of human ADAM10. O14672. recombinant ADAM10, EDANS/DABCYL FRET peptide cleavage, 3 h. inhibition, % at 7 µM. 0.62% of 370,000 active. AID 720582;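 active means inhibition above a per-campaign cutoff equal to the mean of compounds falling between control-based bounds plus 3 SD, cut at about 20% in these data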;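 further: 0% = DMSO wells while the 100% control is not disclosed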
Target sequence (O14672 214-748 limits assumed): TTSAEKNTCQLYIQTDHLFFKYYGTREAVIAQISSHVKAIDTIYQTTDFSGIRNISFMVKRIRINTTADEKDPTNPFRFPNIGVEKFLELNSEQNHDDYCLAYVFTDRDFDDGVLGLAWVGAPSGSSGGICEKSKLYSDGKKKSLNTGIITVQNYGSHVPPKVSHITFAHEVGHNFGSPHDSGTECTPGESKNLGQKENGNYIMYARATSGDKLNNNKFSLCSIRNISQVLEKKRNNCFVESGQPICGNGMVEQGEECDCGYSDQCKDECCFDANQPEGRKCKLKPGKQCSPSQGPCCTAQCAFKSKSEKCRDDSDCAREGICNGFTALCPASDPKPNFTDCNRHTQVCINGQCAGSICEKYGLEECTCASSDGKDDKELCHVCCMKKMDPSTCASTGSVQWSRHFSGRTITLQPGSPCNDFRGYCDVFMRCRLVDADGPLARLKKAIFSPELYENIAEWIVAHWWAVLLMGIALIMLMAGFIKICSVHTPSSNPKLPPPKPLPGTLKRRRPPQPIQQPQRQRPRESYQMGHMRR
SMARCA2 activ: increases SMARCA2 function in MMTV reporter cells | MG213 cells, MMTV-luciferase reporter, dexamethasone, overnight | activation, % at 9.1 µM | 1% of 370,000 active | AID 652017; in the data active means activation above about 7.8%;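 further: 0% = vehicle wells and 100% = reference activator wells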
An asterisk follows results filed as active; i = inactive; x = not tested or not shown. Compounds as they come; 6.6% or so of the library scored in one or more.

canonical_smiles	GC-A act	HGIII-sPLA2 inh	hcDAF12 agonist	DAX1 inh-1	hgDAF-12 ag	GAA850 FXN act	ssDAF12 agonist	GC-B act	DAX1 inh-2	ADAM10 inh	SMARCA2 activ
Cc1ccccc1CS(=O)(=O)Cc1ccc(C(=O)NC2CCCCC2)o1	4	-5	-2.5	0.4	-1.2	0.2	-1.0	3	0.3	0	-2
CCCN1CCC(=O)N([C@H](CN=[N+]=[N-])Cc2ccccc2)CC1	-3	1	-0.2	-0.1	2.1	0.5	-1.1	1	0.5	-8	1
CCc1cc2cccc(C)c2nc1SCC(=O)N1CCN(C(=O)c2ccco2)CC1	-5	0	-1.4	-0.4	-0.7	-2.4	-0.9	-2	0.0	12	2
CCCCOC(=O)Nc1ccc(S(=O)(=O)Nn2cnnc2)cc1	5	4	-0.5	-0.5	-1.5	1.2	-1.0	3	0.6	3	-3
CCCCCC(=O)O/N=C(\C)c1ccn(S(=O)(=O)c2ccccc2)c1	3	-20	-3.3	0.4	2.6	-0.1	-0.9	-2	-0.2	9	-2
Cn1nccc1/C=C(/C#N)S(=O)(=O)c1ccccc1	6	-8	1.4	2.2	-1.6	-2.8	-0.7	7	0.1	-14	-4
Cn1c(SCC(=O)Nc2sccc2C#N)nnc1C1CC1	-4	0	0.6	-0.2	-1.3	0.1	-0.2	2	2.8	-4	1
O=C(NNC(=O)c1ccc(Cl)c(Cl)c1)c1cccnc1	-1	2	-0.9	0.2	5.8	0.4	-1.1	-2	0.5	-5	-2
COc1ccc(Cl)cc1NC(=O)CN1C(=O)CC(C)S(=O)(=O)c2ccccc21 (centres undefined)	0	-2	1.0	2.2	-0.3	-0.4	-0.7	-2	1.1	2	0
O=C(N=Nc1c(O)[nH]c2ccccc12)c1ccc2c(c1)OCO2	1	0	4.9	0.3	13*	4.4	-0.1	-3	3.3	-11	6
CCCC(=O)NC(c1cccs1)c1cc([N+](=O)[O-])c2cccnc2c1O (centres undefined)	2	3	1.3	-0.7	-2.8	-1.9	-0.7	11	0.1	7	0
Cc1cc(O)ccc1Nc1nc2ccccc2nc1Nc1ccc(O)cc1C	-6	-27	0.7	-1.1	-1.2	3.1	-1.4	-13	-0.6	-6	-1
CCCOc1ccc(-c2c(C(=O)N/N=C/c3ccc(OC)cc3)nnn2-c2nonc2N)cc1	1	-12	0.2	-0.3	4.4	0.5	-2.2	6	-1.0	4	-4
COc1cccc(-c2noc(CCCC(=O)NC3CCCC3)n2)c1	-4	1	-2.2	-1.0	-1.9	-2.3	-1.5	-3	-1.7	10	-2
CCc1ccc(NC(=S)N2CCNC(=O)C2CC(=O)OC)cc1 (centres undefined)	0	2	0.8	-0.6	-1.7	-0.9	-1.1	0	-0.1	-8	1
CC(=O)c1c(C)[nH]c(C(=O)CN2C(=O)NC(C)(CCC(C)C)C2=O)c1C (centres undefined)	-2	-9	-0.3	-0.2	-5.4	0.1	-1.6	4	-1.2	6	-4
Nc1nc(CN2CCN(c3ccccc3)CC2)nc(Nc2ccc(Cl)cc2)n1	-3	-6	-3.0	-1.1	-3.1	4.6	-1.4	2	-0.8	6	-2
O=C(NCCOc1cccnc1)c1ccc(OC2CCN(Cc3ccccn3)CC2)cc1	2	11	-2.2	-4.0	-8.0	0.0	-1.9	3	-13	-13	-1
COCC(O)CNc1ccccc1 (centres undefined)	1	4	-1.1	-0.5	0.6	1.2	-1.3	-1	-0.5	-4	-2
Clc1ccc(CN2C3=NCCN3c3ccccc32)cc1	-14	6	-1.8	0.2	-3.4	-2.2	-0.7	-13	0.1	-3	1
CCOC(=O)c1[nH]c2cc(OC)c(OC)cc2c1N	-14	5	1.1	2.1	-1.1	0.8	-1.4	-8	-0.6	-73	2
COc1cc(C(=O)NNC(=O)C2CCC2)cc(OC)c1OC	4	5	-0.4	0.4	2.1	0.6	-1.2	4	0.3	-11	-3
O=C(NCc1nc2ccccc2[nH]1)c1cccs1	1	-2	0.0	-0.8	5.8	-0.1	-0.8	-1	2.0	-7	1
Cn1cc(S(=O)(=O)N2CCC(C(N)=O)CC2)c(=O)n(C)c1=O	1	-1	-1.2	0.1	1.3	1.3	-1.1	-1	-0.6	-2	-2
CC(=O)OCC(OC(C)=O)C(OC(C)=O)C(OC(C)=O)C(=O)Nc1ccc(C)cc1C (centres undefined)	-1	1	0.2	-0.9	0.2	-1.7	-1.6	2	0.6	-6	6
Cc1ccc(-c2noc(Cn3nc(C(=O)O)c4ccccc4c3=O)n2)cc1	-5	5	-1.1	1.5	-2.3	-0.3	-1.2	2	-0.1	3	-4
CCCCNC(=O)c1nc(-c2cnccn2)oc1-c1ccc(Cl)cc1	9	-4	-1.1	x	-3.5	x	-0.6	8	0.8	i	-3
CCC(C)N(C(=O)COC(=O)CN=C1NS(=O)(=O)c2ccccc21)C1CCS(=O)(=O)C1 (centres undefined)	1	9	0.9	0.3	-1.7	3.1	-0.5	1	-1.1	-13	-1
O=C(CN1CCCc2ccccc21)NCc1ccc(F)cc1	-3	7	-1.4	x	1.2	x	1.3*	-2	-0.2	1	5
O=C(Nc1ccc(N2CCOCC2)cc1)c1csc(COCCO)n1	-1	9	0.2	x	-0.6	0.3	-1.5	-1	0.0	-17	-1
NC(=O)c1nc[nH]c1C(=O)Nc1cccc(C(F)(F)F)c1	-1	-4	-0.9	0.6	5.7	2.5	-1.0	1	-0.2	1	5
O=C(/C=C/c1ccccc1)c1ccccc1	-1	6	-0.6	-1.5	7.8	0.2	-1.4	-1	2.6	4	-1
Cc1ccc(C(=O)N/N=C2\CCCc3ccccc32)c(C)c1	3	2	3.3	3.2	7.9	3.3	-0.8	2	2.2	-7	5
O=C(OCC(=O)c1ccc[nH]1)c1ccc([N+](=O)[O-])cc1	0	5	-0.3	0.4	-1.0	2.5	-1.2	-2	1.2	-10	-1
COC(=O)c1ccc(-c2csc(NC(=O)c3ccc(S(=O)(=O)N4CCc5ccccc5C4)cc3)n2)cc1	-4	3	-2.6	0.7	3.1	1.5	-1.1	4	-0.4	0	1
CCOCCCNC(=O)/C(C#N)=C/c1ccccc1F	0	3	0.2	0.9	2.0	0.0	-1.7	4	-0.1	-6	2
O=C(CN1C(=O)S/C(=C\c2ccc(O)cc2)C1=O)c1ccccc1	-1	-14	0.1	0.5	-0.4	0.3	-1.4	6	-1.0	8	2
O=C(N=C1SC2CS(=O)(=O)CC2N1c1cccc(F)c1)C1CC1 (centres undefined)	1	2	-0.3	-0.3	1.7	1.2	-0.4	-1	-0.4	4	4
COc1cccc(CN(C)C(=O)c2ccc(N3CCCC3)c([N+](=O)[O-])c2)c1	-4	-7	-2.1	-0.3	-2.7	0.1	-1.0	-11	-2.4	-12	-2
O=C(OCc1ccccc1)c1cnc(Cl)c(Cl)c1	24	1	0.3	-0.5	-0.1	-1.6	-0.6	4	-0.2	-8	0
COC(=O)/C=C1\N/C(=N\c2nc(C)cc(C)n2)N(c2ccc(Cl)cc2)C1=O	-2	-5	0.9	x	-1.8	1.2	-1.2	8	0.2	-1	-2
Cc1nnc2n1NC(c1ccc(Cl)cc1)C(C(=O)N1CCC(C)CC1)S2 (centres undefined)	-9	10	-2.0	-1.0	2.5	-0.6	-1.2	-3	0.0	7	-1
CC(C)C[C@H](NC(=O)OC(C)(C)C)C(=O)N[C@@H](CO)[C@H](O)[C@@H]1C[C@@H]1C(=O)NC1CCCCC1	-1	3	-1.6	-0.4	-0.2	-1.0	-1.1	8	0.9	-6	1
O=C(CN1CCN(C(C(=O)Nc2ccc(F)cc2)c2ccccc2)CC1)NC1CC1 (centres undefined)	-2	1	-1.7	0.6	-2.1	-0.3	-1.1	3	-0.6	-5	1
Cc1ccc(NC(=O)CN2C(=O)NC3(CCc4ccccc43)C2=O)cc1Cl (centres undefined)	-2	-22	0.1	0.7	-1.1	-0.3	-1.1	-5	-0.5	6	1
O=C(c1ccccc1)c1nn(-c2ccc(Cl)cc2)c(=O)cc1C(F)(F)F	-3	0	-4.5	-3.7	-9.9	-9.5	-2.4	-2	-4.8	1	-1
COC(=O)[C@H]1Cc2cnoc2C[C@]1(C)C(=O)O	2	16	0.4	2.4	-0.3	-0.6	-1.1	0	0.1	-10	-2
Cc1nn(Cc2ccccc2Cl)c(C)c1NC(=O)C1C2CCC(O2)C1C(=O)O (centres undefined)	-2	2	-1.7	-0.2	-2.5	0.6	-0.9	1	-0.7	-14	-1
c1ccc(-c2noc(-c3ccno3)n2)nc1	-2	16	-1.5	1.3	2.2	0.7	-1.4	1	0.3	-2	-2
CC(C(=O)NCc1ccccc1)N1CCN(c2ccc(F)cc2)CC1 (centres undefined)	5	-3	-0.2	-0.5	-0.4	1.2	-0.7	0	-0.3	-2	-2

Among those listed so far, these contain a CF3 group.
canonical_smiles	GC-A act	HGIII-sPLA2 inh	hcDAF12 agonist	DAX1 inh-1	hgDAF-12 ag	GAA850 FXN act	ssDAF12 agonist	GC-B act	DAX1 inh-2	ADAM10 inh	SMARCA2 activ
NC(=O)c1nc[nH]c1C(=O)Nc1cccc(C(F)(F)F)c1	-1	-4	-0.9	0.6	5.7	2.5	-1.0	1	-0.2	1	5
O=C(c1ccccc1)c1nn(-c2ccc(Cl)cc2)c(=O)cc1C(F)(F)F	-3	0	-4.5	-3.7	-9.9	-9.5	-2.4	-2	-4.8	1	-1

Source: PubChem (several laboratories)
